Source: PubChem
Gli-Sufu antag: blocks Gli-Sufu signaling in a luciferase reporter; Sufu-KO-LIGHT fibroblasts, Gli luciferase reporter luminescence; 0.74% of 340,000 active; inhibition, % at 5 µM;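 active = inhibition above about 55%, limit read from the data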;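 also: 0% = DMSO-treated cells and 100% = wells with medium but no cells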
697 NFkB inh: lowers PMA/ionomycin-induced NF-kB signal in 697 B cells. 697 B-cell NF-kB luciferase reporter, 16 h. inhibition, % at 4 µM. 0.33% of 330,000 active. AID 435022; in the data active = inhibition above about 35%
UPR XBP1 act: adaptive UPR (XBP1) activation. 0.33% of 330,000 active. AID 463104. CHO-XBP1 luciferase reporter, IRE1-XBP1 UPR activation, luminescence; percent of tunicamycin response, DMSO as zero. activation, % at 20 µM;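 active = versus positive control, 20 µM dose yields 30% or more activation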;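 also: 100% = tunicamycin at 10 µg/mL and 0% = DMSO only wells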
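Material: CHO-XBP1 cells stably carrying IRE1-XBP1-driven luciferase reporter | Medium: F12 with 10% serum | Compound dosing: 20 µM single concentration, DMSO 1% | Incubation: Overnight seeding at 37 °C, 6 h compound treatment at 37 °C | Detection: Steady-Glo luminescence read | Read-out basis: % activation of reporter signal versus tunicamycin and DMSO controls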
Mdm2-MdmX inh: disrupts the human Mdm2-MdmX interaction; O15151+Q00987; SaOS-2 split-luciferase Mdm2/MdmX complementation, luminescence; inhibition, % at 8 µM; 3% of 330,000 active;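 active = inhibition of at least 50% at 8 µM in the primary screen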
Target sequence (O15151 whole entry, looked up): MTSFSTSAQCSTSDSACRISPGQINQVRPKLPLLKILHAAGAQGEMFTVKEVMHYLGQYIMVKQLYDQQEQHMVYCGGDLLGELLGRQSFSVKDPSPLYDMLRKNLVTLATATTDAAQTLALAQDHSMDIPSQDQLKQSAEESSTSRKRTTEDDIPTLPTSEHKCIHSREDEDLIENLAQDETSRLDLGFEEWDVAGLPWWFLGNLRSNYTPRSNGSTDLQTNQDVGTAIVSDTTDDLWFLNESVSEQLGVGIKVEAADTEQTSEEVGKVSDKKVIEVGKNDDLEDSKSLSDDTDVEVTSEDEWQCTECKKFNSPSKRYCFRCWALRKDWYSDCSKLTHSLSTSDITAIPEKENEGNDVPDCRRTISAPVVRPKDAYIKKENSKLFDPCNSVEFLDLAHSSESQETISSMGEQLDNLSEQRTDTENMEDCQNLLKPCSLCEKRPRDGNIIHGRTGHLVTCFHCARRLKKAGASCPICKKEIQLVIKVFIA
Target sequence (Q00987 whole entry, looked up): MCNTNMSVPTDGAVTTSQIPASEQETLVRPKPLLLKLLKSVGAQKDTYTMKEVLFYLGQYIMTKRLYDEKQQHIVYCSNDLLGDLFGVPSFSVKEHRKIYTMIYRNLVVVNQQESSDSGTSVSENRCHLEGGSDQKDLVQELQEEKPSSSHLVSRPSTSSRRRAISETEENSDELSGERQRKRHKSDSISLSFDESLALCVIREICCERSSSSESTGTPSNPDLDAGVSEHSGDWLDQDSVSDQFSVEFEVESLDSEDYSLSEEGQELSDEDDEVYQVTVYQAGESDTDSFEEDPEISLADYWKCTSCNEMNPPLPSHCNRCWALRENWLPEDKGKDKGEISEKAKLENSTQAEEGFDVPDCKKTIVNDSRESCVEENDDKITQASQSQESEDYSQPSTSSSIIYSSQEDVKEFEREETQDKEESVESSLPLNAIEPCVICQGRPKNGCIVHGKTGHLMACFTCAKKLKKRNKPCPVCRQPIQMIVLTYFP
CXCR6 block: CXCR6 (human) receptor inhibition | O00574 | CHO-K1 PathHunter CXCR6 beta-arrestin, luminescence | inhibition, % at 20 µM | 0.36% of 360,000 active | AID 602244; in the data active = inhibition above about 34%, passing the limit was not always enough;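 also: antagonist mode with CXCL16 agonist at 10 nM final; 0% = 10 nM CXCL16 with DMSO and 100% = unstimulated wells without agonist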
CCR6 antag: CCR6 (human) receptor antagonism; P51684; CHO-K1 CCR6 PathHunter beta-arrestin, luminescence, CCL20-stimulated; inhibition, % at 20 µM; 0.49% of 340,000 active; AID 493098;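 active = compounds whose inhibition of the agonist-driven luminescence signal at 20 µM reaches about 50%, limit read from the data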;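 also: cells stimulated with CCL20 at 14 nM final; plate controls were DMSO with CCL20 for no effect and DMSO without agonist for full effect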
EBI2 antag: EBI2 (human) antagonism; EBI2 beta-arrestin recruitment, luminescence, 7a,25-OHC stimulated; inhibition, % at 5 µM; 0.81% of 360,000 active; AID 651636; in the data active = inhibition above about 38%;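 also: enzyme fragment complementation signal reports receptor beta-arrestin coupling in cells; 0% = agonist plus DMSO wells and 100% = wells without agonist; some results beyond the cut were filed as inactive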
UPR CHOP act: apoptotic UPR (CHOP) activation; CHO-CHOP luciferase reporter, luminescence; percent of tunicamycin response over DMSO baseline; activation, % at 10 µM; 0.34% of 330,000 active; AID 449763;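 active = at 10 µM dose, activation of 40% or more, normalized to positive control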;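 also: 100% = tunicamycin at 10 µg/mL and 0% = DMSO alone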
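measured by = luciferase luminescence | assay system = CHO-CHOP cells, stable luciferase reporter of PERK-eIF2a-CHOP signalling | amount = 500 reporter cells seeded per well | timing = 6 h compound exposure at 37 °C after overnight seeding | controls = positive tunicamycin 10 µg/mL, negative DMSO alone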
Jurkat NFkB inh: inhibitors of the PMA/ionomycin-induced NF-kB reporter in Jurkat cells. 0.53% of 330,000 active. AID 435003. PMA/ionomycin-induced NF-kB luciferase reporter, luminescence. inhibition, % at 4 µM; in the data active = inhibition above about 50%
The depositor's hits bear a star; . = not tested or not shown.

SMILES	Gli-Sufu antag	697 NFkB inh	UPR XBP1 act	Mdm2-MdmX inh	CXCR6 block	CCR6 antag	EBI2 antag	UPR CHOP act	Jurkat NFkB inh
CC(=O)Nc1nc(-c2ccc3c(c2)CCN3C(=O)C2CC2)c(C)s1	-20	-27	-4	95*	-3	7	-4	5.7	-19
C=CCn1c(SCC(=O)NCc2ccco2)nc2ccccc2c1=O	3	10	0	12	11	10	4	0.7	6
CCOC(=O)c1ccc(NC(=S)NCCCN2CCN(C3CCCCC3)CC2)cc1	4	-9	-1	26	5	12	3	-0.9	1
CCCC(=O)NC(Nc1ccc(S(=O)(=O)Nc2cc(C)on2)cc1)(C(=O)OCC)C(F)(F)F (stereo unspecified)	1	-16	-2	23	1	-7	-3	0.0	-1
Cc1ccc(CONC(=O)c2ccccc2)cc1	-25	-39	0	-45	0	-1	-3	6.8	-34
Cc1cc(C)nc(NC(=O)c2ccc(Br)s2)n1	31	15	-1	12	4	1	-15	-0.6	11
Cc1ccc2c(c1)NC(=O)C(CC(=O)NCCCN1CCN(c3cc(Cl)ccc3C)CC1)O2 (stereo unspecified)	-6	3	-3	20	2	22	2	0.8	3
Cc1ccc(CNC(=O)C2CCCN(S(=O)(=O)c3cnc[nH]3)C2)cc1 (stereo unspecified)	0	-7	-1	10	0	8	-8	0.0	11
O=C(Nc1ccc(S(=O)(=O)N2CCc3ccccc3C2)cc1)c1ccccc1	17	8	-1	0	-8	-14	7	-0.5	23
COC(=O)Cc1[nH]n(-c2nc3ccccc3s2)c(=O)c1C(C)=Nc1ccc(Cl)cc1	86*	-3	-6	-22	4	9	3	-11	12
COc1ccccc1NC(=S)NCC1CCCCC1	5	-16	0	-11	6	14	3	-0.4	-3
CCCCC1S/C(=N/N=C/c2ccc(OC)cc2)N(Cc2ccc(OC)cc2)C1=O (stereo unspecified)	9	32	1	16	5	6	18	0.3	13
COc1ccc(Nc2nc(N)nc(CSC(=S)N3CCN(c4ccccc4)CC3)n2)cc1	34	-61	-1	7	13	5	14	4.4	-11
COc1ccc(F)cc1C(=O)C1CCCN(C(=O)c2ccc(C(C)=O)s2)C1 (stereo unspecified)	0	-11	0	11	3	17	-15	0.8	0
O=C1CNC(=O)/C(=C/c2ccco2)N1	-12	9	-1	-25	-1	-13	-1	-0.2	-6
C=CCNC(=S)NNC(=O)CC12CC3CC(CC(C3)C1)C2	23	-33	-3	5	8	13	-5	5.5	-12
O=C(C1CC2C=CC1C2)N1CCN(c2ccccc2)CC1 (stereo unspecified)	-8	9	0	20	1	-19	-2	0.8	9
O=C1c2ccccc2C(=O)N1n1c(=O)[nH]c2ccccc2c1=O	2	12	0	25	-3	6	-10	-0.9	9
Cc1ccc2c(Cl)cc(Cl)c(OCC(=O)N(C(C)C)C(C)C)c2n1	23	5	-2	17	10	8	16	-1.4	-10
Cc1c(NC(=O)C(C)OC(=O)COc2ccccc2)c(=O)n(-c2ccccc2)n1C (stereo unspecified)	8	11	-2	0	-2	-6	-9	0.2	9
N#CCC(=O)Nc1ccc(C(=O)NNC(=S)NC2CCCCC2)cc1	7	0	-1	34	7	3	2	-0.4	-9
N/C(=N\OC(=O)c1ccccc1Cl)c1cccnc1	5	-134	0	-182	-2	-20	-25	0.6	-91
CCOC(=O)c1sc(N(C)C(C)=O)nc1C	-25	1	0	-13	-5	4	2	-2.1	0
COc1ccc(OC)c(C(=O)c2coc3ccc(O)c(CN4CCOCC4)c23)c1	8	-3	0	11	14	1	37*	-1.6	-3

Compound profiles, from the list above. Order of values: Gli-Sufu antag | 697 NFkB inh | UPR XBP1 act | Mdm2-MdmX inh | CXCR6 block | CCR6 antag | EBI2 antag | UPR CHOP act | Jurkat NFkB inh
N#CCC(=O)Nc1ccc(C(=O)NNC(=S)NC2CCCCC2)cc1 in the list: 7 | 0 | -1 | 34 | 7 | 3 | 2 | -0.4 | -9
COc1ccc(Nc2nc(N)nc(CSC(=S)N3CCN(c4ccccc4)CC3)n2)cc1 in the list: 34 | -61 | -1 | 7 | 13 | 5 | 14 | 4.4 | -11

Three structures already listed, ordered by count of non-hydrogen atoms, smallest number first.
SMILES	Gli-Sufu antag	697 NFkB inh	UPR XBP1 act	Mdm2-MdmX inh	CXCR6 block	CCR6 antag	EBI2 antag	UPR CHOP act	Jurkat NFkB inh
O=C1CNC(=O)/C(=C/c2ccco2)N1	-12	9	-1	-25	-1	-13	-1	-0.2	-6
COc1ccc(F)cc1C(=O)C1CCCN(C(=O)c2ccc(C(C)=O)s2)C1 (stereo unspecified)	0	-11	0	11	3	17	-15	0.8	0
COc1ccc(OC)c(C(=O)c2coc3ccc(O)c(CN4CCOCC4)c23)c1	8	-3	0	11	14	1	37*	-1.6	-3

Continued.
SMILES	Gli-Sufu antag	697 NFkB inh	UPR XBP1 act	Mdm2-MdmX inh	CXCR6 block	CCR6 antag	EBI2 antag	UPR CHOP act	Jurkat NFkB inh
COC(=O)CN1C(=O)[C@H]2[C@@H](c3ccc(C)o3)N3C(=O)CN(CC4CC4)C(=O)[C@@]3(Cc3ccccc3)[C@H]2C1=O	-4	0	-4	12	3	13	6	-0.7	9
C/C(=N\NC(N)=S)c1cccnc1	1	-2	0	7	2	5	4	0.2	-36
CN(C)C(=O)c1ccc(-c2nnc(OCc3nc4ccccc4n3C)c3ccccc23)cc1	8	.	.	.	-20	0	-6	.	.
N#Cc1c(-c2ccc(Cl)cc2Cl)nc2n(c1=O)CCS2	-1	8	-1	12	2	-12	5	0.1	0
CCOc1cc2c(cc1C(C)(C)C)NC(=O)CS2	8	8	0	3	-4	4	38	-2.5	5
Cc1cccc(-n2ncc3c2CCCC3NC(=O)CN2CCOC2=O)c1C (stereo unspecified)	-11	-1	-3	10	4	5	-7	1.5	4
C=CCOc1c2ccc(C(=O)NCc3ccc(OC)cc3)cc2nn1C	3	0	2	0	-1	6	-1	1.2	6
OC1(c2ccc(OC(F)F)cc2)CSC(=Nc2cccnc2)N1Cc1ccco1 (stereo unspecified)	28	.	.	.	1	-4	10	.	.
COCCNC(=O)CN1C(=O)NC2(CCCCCC2)C1=O	-14	9	2	29	-7	5	-10	1.7	16
Cc1cc(C=O)c(C)n1-c1cc(C(=O)O)cc(C(=O)O)c1	4	13	-3	-5	9	10	8	0.3	-29
Cc1nn(-c2ccccc2)c(Cl)c1/C=N/NC(=O)c1[nH]ncc1Br	-65	-191	-7	-156	-5	15	-54	-2.8	-111
COc1ccc(NC(=O)CCSc2cc(C)c3ccccc3n2)cc1	-1	4	-3	5	-3	14	-5	2.1	3
O=C(OCn1nnc2ccccc2c1=O)c1ccc(S(=O)(=O)N2CCOCC2)cc1	0	0	0	22	-2	-2	9	-0.6	2
COc1cccc(NC(=O)CCC(=O)N2CC(C)Oc3ccc(C)cc32)c1 (stereo unspecified)	-5	7	0	15	-4	10	10	-1.6	-1
COC(=O)C1=C(C)N=C2SC(C#N)=C(N)N2C1c1ccc(OCc2ccccc2)cc1 (stereo unspecified)	6	-23	3	7	1	-8	12	0.8	-31
CCN(CC)c1ccc(NC(=O)c2cccc(F)c2)c(C)c1	-18	-7	2	38	-6	2	8	3.0	22
O=C(NCc1ccc2c(c1)OCO2)c1cccc(F)c1	-17	24	0	7	8	7	0	1.2	14
Cc1ccc(C)c(NC(=S)N2CCC(NC(=O)c3ccco3)CC2)c1	-26	12	0	2	2	8	-13	2.1	13
CN(C)c1ccc(C2OC(=O)C3(CCCC3)C(=O)C2(C)C)cc1 (stereo unspecified)	-7	-11	0	14	6	6	-8	0.8	-10
Cc1ccc(NC(=O)c2cccc(S(C)(=O)=O)c2)cc1	-27	-23	5	-32	5	2	16	0.6	-36
C=CCN1C(=O)C2(OCCO2)c2cc(C)ccc21	9	14	-6	-20	-5	7	-7	1.9	-1
COc1cc2[nH]c(=O)n(CCC(=O)N3CCc4ccccc4C3)c(=O)c2cc1OC	-6	15	0	-13	-4	4	3	3.5	14
CCN(CC)C(=O)CN(C#N)c1nc(OC)nc(N(C)C)n1	7	-35	2	-12	3	5	-9	-2.3	4
C/C(CC(=O)NCc1ccco1)=N\NC(=O)c1ccc(Cl)cc1Cl	-6	-12	1	-2	2	-2	-5	0.8	-5
C/C(=N\NC(=O)c1ccc(=O)[nH]n1)c1cccnc1	-6	-6	-1	-12	-7	-9	-3	0.6	13
Cn1c(COc2ccccc2)nnc1SCc1cc(=O)[nH]c2ccccc12	-2	-16	0	-14	-6	20	-2	2.5	-16
O=C(COc1ccc(F)cc1)N(Cc1ccc(Cl)cc1)C1CCS(=O)(=O)C1 (stereo unspecified)	-12	12	-1	5	4	-1	4	4.5	12
COCCCNC(=O)c1ccc(Cn2c(=O)c3ccccc3n(CC(=O)NCCc3ccc(OC)c(OC)c3)c2=O)cc1	-15	12	-2	3	0	10	-4	0.5	19
COc1ccc(C(=O)CCNc2ccc(F)cc2)cc1	-48	-119	6	-22	-10	-10	11	4.8	70*
CCOC(=O)CSc1nc(C)cc(Oc2ccc(=O)n(C)n2)n1	4	5	-1	17	-4	9	-8	1.8	5
CCOC(=O)N1CCN(C(=O)CCN2C(=O)/C(=C\c3ccccc3OC)SC2=S)CC1	4	-15	-1	45	6	23	1	1.6	-1
O=C(CSc1nccc(=O)[nH]1)Nc1ccc(Oc2ccccc2)cc1	33	11	-3	-12	-2	14	-4	-0.6	7
Cc1ccc(S(=O)(=O)N(Cc2ccc(C(F)(F)F)cc2)C(=O)N2CCN(C)CC2)cc1	-7	12	-2	-1	6	10	-1	1.3	-10
NS(=O)(=O)c1ccc(CCNC(=O)c2nc(CS(=O)(=O)c3ccc(Cl)cc3)no2)cc1	-15	11	1	17	-1	2	-8	-0.9	10
CC1=CC(c2ccccc2)n2nc(N3C(=O)C4CC=CCC4C3=O)nc2N1 (stereo unspecified)	8	18	-1	-1	-1	-4	-5	-0.4	15
O=C(c1ccc(F)c(F)c1)N1CCCc2ccccc21	-1	6	-2	-8	-7	12	9	-0.7	0
COCCn1c(=NC(=O)CSC(C)=O)sc2cc(OC)ccc21	9	15	-2	20	6	3	15	0.0	5
CCc1sc(NC(=O)c2cc3ccccc3oc2=O)nc1-c1cccs1	2	0	5	4	-6	14	5	1.1	15
Cc1cc(NC(=O)CCC(=O)N(c2ccccc2)C2(C(=O)NC3CCCCC3)CCCC2)no1	-6	6	-3	14	-8	6	-6	0.5	-6
Cc1ccc2cc(CN(CCN3CCCC3)C(=O)Nc3ccc(F)cc3)c(=O)[nH]c2c1C	-6	-17	-2	24	-3	17	-8	0.9	-13
O/N=C/c1cn(-c2ccc(Cl)cc2)nn1	-18	-9	1	-14	7	4	-3	0.7	-19
CC(=O)Nc1ccc(OCC=C(Cl)Cl)cc1	-5	4	0	6	2	6	-4	2.0	3
O=C1C2C(C(=O)N1/N=C/c1cc(Br)cc([N+](=O)[O-])c1O)C1C=CC2C12CC2 (stereo unspecified)	6	17	0	26	24	52*	1	-0.5	3
CCOCc1c(C(=O)Nc2ccc3nc(N4CCOCC4)sc3c2)oc2ccccc12	29	-14	2	38	-19	-14	-9	3.5	-6
O=c1c2ccccc2nc(-c2ccco2)n1Cc1ccccc1	-56	-55	2	-42	6	17	1	6.2	-72
Cc1ccc(NS(=O)(=O)c2ccc(NC(=O)c3ccccc3C(=O)O)cc2)c(C)c1	0	-39	1	-14	2	-3	0	1.4	-1
CCOC(=O)C1CCN(c2c(NCCCN(CC)c3ccccc3)c(=O)c2=O)CC1	6	-23	-3	-3	4	-4	-3	-1.7	-15
